# Compound activity: PubChem BioAssay, several laboratories
# BAP1 inh: inhibitors of human BAP1 deubiquitinase | Q92560 | recombinant BAP1, Ub-AMC hydrolysis fluorescence kinetic; hits give low values | activity remaining (% of control), % at 20 µM | actives 0.48% (n = 72,000) | AID 436;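 active means activity remaining at or below 50% of control, provided the compound also passes the data quality filters; inactive means the rest, including low values that fail the filters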;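 further: 100% = DMSO wells rate and 0% = substrate alone blank rate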
# Target sequence (Q92560 whole entry, looked up): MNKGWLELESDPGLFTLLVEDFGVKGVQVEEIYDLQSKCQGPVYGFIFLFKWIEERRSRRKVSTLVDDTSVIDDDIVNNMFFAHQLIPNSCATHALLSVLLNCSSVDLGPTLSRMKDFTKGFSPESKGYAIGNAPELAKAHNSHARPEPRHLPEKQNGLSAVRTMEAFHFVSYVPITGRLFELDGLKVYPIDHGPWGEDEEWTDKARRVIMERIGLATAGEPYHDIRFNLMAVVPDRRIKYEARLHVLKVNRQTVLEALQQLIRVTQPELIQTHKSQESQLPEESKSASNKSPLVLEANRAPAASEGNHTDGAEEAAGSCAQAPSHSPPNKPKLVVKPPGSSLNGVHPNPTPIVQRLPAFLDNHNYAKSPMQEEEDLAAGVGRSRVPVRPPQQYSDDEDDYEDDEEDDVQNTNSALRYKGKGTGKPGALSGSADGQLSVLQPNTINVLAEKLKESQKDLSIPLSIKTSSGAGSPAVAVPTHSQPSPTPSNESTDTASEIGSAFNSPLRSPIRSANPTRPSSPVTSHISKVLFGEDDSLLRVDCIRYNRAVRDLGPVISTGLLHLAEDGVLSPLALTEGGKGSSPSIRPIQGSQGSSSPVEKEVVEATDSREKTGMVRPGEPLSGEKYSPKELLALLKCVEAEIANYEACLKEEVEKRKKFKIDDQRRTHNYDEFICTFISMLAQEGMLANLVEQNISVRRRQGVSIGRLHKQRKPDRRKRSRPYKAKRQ
# HePTP inh: blocks human HePTP tyrosine phosphatase. actives 0.64% (n = 110,000). recombinant HePTP phosphatase activity, OD absorbance. inhibition, % at 20 µM. AID 521. P35236; in the data active means inhibition above about 50%;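 further: plate controls were vehicle for no effect and reference inhibitor for full effect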
# Target sequence (P35236 whole entry, looked up): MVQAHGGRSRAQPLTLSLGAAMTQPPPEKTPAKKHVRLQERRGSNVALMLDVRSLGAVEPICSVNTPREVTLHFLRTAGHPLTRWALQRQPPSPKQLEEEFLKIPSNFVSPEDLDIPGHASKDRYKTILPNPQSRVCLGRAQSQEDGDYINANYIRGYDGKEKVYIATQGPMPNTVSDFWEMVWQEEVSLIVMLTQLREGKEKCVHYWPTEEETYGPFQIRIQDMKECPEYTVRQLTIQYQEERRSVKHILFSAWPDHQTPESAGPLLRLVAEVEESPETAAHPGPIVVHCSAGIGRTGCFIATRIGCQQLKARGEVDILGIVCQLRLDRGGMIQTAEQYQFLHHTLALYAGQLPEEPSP
# Starred values were filed as active, the others as inactive; · = no result given; & = joins results of further samples. Hits appear at their usual frequency; any-hit rate near 0.83%.
HePTP inh,BAP1 inh,SMILES
-5,·,Cc1c(OC(C)C(=O)O)ccc2c(-c3ccccc3)cc(=O)oc12 (centres undefined)
3,·,CC(C)(C)C(=O)Nc1cccc(C(=O)Nc2ccc(O)cc2)c1
-5,·,O=C1C2ON(c3ccccc3)C(c3ccccn3)C2C(=O)N1c1cccc(C(F)(F)F)c1 (centres undefined)
6,104,CC1(C)CC(=O)C2=C(C1)OC(N)=C(C#N)C2c1ccccc1OC(=O)N1CCOCC1 (centres undefined)
6,·,CC(C)CCNS(=O)(=O)c1ccc(Cl)cc1
6,97,O=C(O)CSCC(=O)Nc1cc(C(F)(F)F)ccc1Cl
4,·,CCOC(=O)c1c(NC(=O)Cc2ccc(OC)cc2)sc(C(=O)Nc2cc(C(F)(F)F)ccc2Cl)c1C
·,75,COc1cccc(Nc2nc(Cl)ccc2[N+](=O)[O-])c1
4,99,Cc1ccc(C(=O)NCCCCNC(=O)c2ccc(C)o2)o1
9,92,CC(C)OC(=O)C(C#N)c1nc2ccccc2nc1N1CCN(Cc2ccc3c(c2)OCO3)CC1 (centres undefined)
5,·,C/C(=N\N=C1\NC(=O)C(CC(=O)Nc2ccc(Cl)cc2Cl)S1)c1ccc(Cl)cc1 (centres undefined)
·,102,C=CCn1c(=O)c2ccccc2n2c(SCC(=O)NCCc3ccccc3)nnc12
10,149,Cc1occc1-c1nnc(SCC(=O)N2CCN(c3ccccc3)CC2)n1C
3,95,CC1Cn2c(nnc2-c2ccc(F)cc2)S1 (centres undefined)
2,·,O=C(O)CCCCCN1C(=O)C(=O)/C(=C(/O)c2ccccc2)C1c1ccc(Cl)cc1 (centres undefined)
-5,·,O=C(O)CCCCCC1CCNC(=O)N1 (centres undefined)
-9,·,C=CCn1c(SCC(=O)NCCCO)nc2sc(C)c(C)c2c1=O
1,·,Cc1cc(F)ccc1NCc1ccccn1
9,64,c1ccc(-c2ccc(C(c3ccccc3)n3ccnc3)cc2)cc1 (centres undefined)
-3,143,CC(=O)c1cccc(Nc2ncnc3ccc(Br)cc23)c1
-4,89,O=C(Cc1cccs1)N1CCC(c2nc3c(nnn3Cc3ccccc3Cl)c(=O)[nH]2)CC1
14,·,O=C(CSc1ccc(/C=N/NC(=O)c2cccc(F)c2)o1)Nc1ccccc1
4,96,CN(C)c1nc(N)nc(-c2cccnc2)n1
·,71,CCN(CC)C(=O)C[n+]1cccc(C(N)=O)c1

# Complete entries, quoted from the list.
# Record of Cc1cc(F)ccc1NCc1ccccn1 → HePTP inh: 1; BAP1 inh: ·
# Record of O=C(Cc1cccs1)N1CCC(c2nc3c(nnn3Cc3ccccc3Cl)c(=O)[nH]2)CC1 → HePTP inh: -4; BAP1 inh: 89

# Random excerpt: 6 entries already listed.
HePTP inh,BAP1 inh,SMILES
14,·,O=C(CSc1ccc(/C=N/NC(=O)c2cccc(F)c2)o1)Nc1ccccc1
4,96,CN(C)c1nc(N)nc(-c2cccnc2)n1
9,64,c1ccc(-c2ccc(C(c3ccccc3)n3ccnc3)cc2)cc1 (centres undefined)
-9,·,C=CCn1c(SCC(=O)NCCCO)nc2sc(C)c(C)c2c1=O
1,·,Cc1cc(F)ccc1NCc1ccccn1
·,71,CCN(CC)C(=O)C[n+]1cccc(C(N)=O)c1

# More results:
HePTP inh,BAP1 inh,SMILES
1,97,CC(C)(C)C1(C)OC(C(N)=O)C(C(N)=O)O1 (centres undefined)
·,88,Clc1ccccc1-c1nc2ccccc2[nH]1
4&-7,99,O=C(CCNc1ccc(Cl)c(C(F)(F)F)c1)c1ccco1
3,93,COc1ccc(OC)c2[nH]c(=O)c(CCNC(=O)C(C)C)cc12
-3,73,Cc1ccc2nsnc2c1S(=O)(=O)N1CCN(C(=O)C2CCCO2)CC1 (centres undefined)
5,·,COc1ccc(C(NC(=O)c2cccc(OC)c2)NC(=O)c2cccc(OC)c2)cc1
-19,·,COc1ccc(NC(=O)C(=O)N/N=C/c2cccc(OC)c2O)cc1
12,93,O=C(CCc1nc2ccccc2[nH]1)Nc1ccc(F)cc1
2,99,COc1cccc(NC(=O)c2ocnc2C)c1
4,·,COc1ccc(C)cc1NC(=O)CSc1nnc(-c2ccccn2)n1Cc1ccco1
2,96,O=C(CSc1nnc(C2COc3ccccc3O2)o1)Nc1nccs1 (centres undefined)
-4,90,CCOc1nc(NCCc2ccc(OC)c(OC)c2)nc(NC(C)(C)CO)n1
-5,110,CCc1nc2ccccc2n1Cc1ccc(OC)c(OC)c1
1,65,Cc1cc(NC(=O)CSc2nc(C(C)C)nc3sc4c(c23)CCCC4)no1
0,74,CCOC(=O)NC(=O)CSc1ccccn1
5,·,COc1ccc(C2C=C(Nc3ccccc3)C(=O)N2c2ccccc2)c(OC)c1 (centres undefined)
9,93,CC(C)C(NC(=O)c1ccccc1NC(=O)c1ccco1)C(=O)O (centres undefined)
47,·,CCc1c(O)nc(SCC(=O)Nc2cccc3ccccc23)[nH]c1=O
0,·,CCOC(=O)c1ccccc1NC(=O)CN(c1ccccc1CC)S(C)(=O)=O
4,95,COc1cccc(NC(=O)CCP(C)(=O)O)c1
0,107,c1ccc(-c2nnc(-c3ccccn3)nc2-c2ccccc2)cc1
10,·,Cc1ccccc1/C=C1\SC(=S)N(Cc2ccccc2)C1=O
3,102,Cc1cc(C(=O)Nc2cnn(Cc3ccc(Cl)cc3Cl)c2)no1
2,99,CCOC(=O)N1CCN(C(=O)c2ccc3c(SCC(=O)O)c4c(nc3c2)CCC4)CC1
·,75,Cc1ccc(S(=O)(=O)N2CCCC2C(=O)Nc2nc3ccccc3s2)cc1 (centres undefined)
-12,·,Cc1cccc(C)c1NC(=O)C(C)Oc1cccc(Cl)c1 (centres undefined)
11,94,COC(=O)c1ccc(OCC(=O)c2ccc(O)cc2O)cc1
11,97,O=C(NC1CCCCC1)C1CCN(S(=O)(=O)N2CCCCCC2)CC1
30,89,O=c1cc(N2CCc3ccccc3C2)[nH]c(=O)n1C1CCCCC1
-12,·,O=C1CSC2(O1)C1CC3CC(C1)CC2C3 (centres undefined)
0,102,Cc1cc(C)n(C(=O)CCC2COc3ccccc3O2)n1 (centres undefined)
1,·,CC(C)(C)c1ccc(/C=C/C(=O)NCc2cccnc2)cc1

# Grouped by structure, the compounds so far containing two or more sulfur atoms (six)
HePTP inh,BAP1 inh,SMILES
-9,·,C=CCn1c(SCC(=O)NCCCO)nc2sc(C)c(C)c2c1=O
-3,73,Cc1ccc2nsnc2c1S(=O)(=O)N1CCN(C(=O)C2CCCO2)CC1 (centres undefined)
2,96,O=C(CSc1nnc(C2COc3ccccc3O2)o1)Nc1nccs1 (centres undefined)
1,65,Cc1cc(NC(=O)CSc2nc(C(C)C)nc3sc4c(c23)CCCC4)no1
10,·,Cc1ccccc1/C=C1\SC(=S)N(Cc2ccccc2)C1=O
·,75,Cc1ccc(S(=O)(=O)N2CCCC2C(=O)Nc2nc3ccccc3s2)cc1 (centres undefined)

# Later entries:
HePTP inh,BAP1 inh,SMILES
·,63,CCOC(=O)c1c(N=c2oc3ccccc3cc2C(=O)Nc2ccc(F)cc2)sc(C)c1C
3,·,O=C1CC(NCc2ccc3c(c2)OCO3)C(=O)N1c1ccc(Br)cc1 (centres undefined)
11,·,CSc1nc2ccc(NC(=O)c3cccs3)cc2s1
-4,·,O=C(NCCCO)Nc1ccc2nc(-c3ccccc3)c(-c3ccccc3)nc2c1
7,105,Cc1ccc(NC(=O)C2CCN(S(=O)(=O)c3cnc[nH]3)CC2)nc1
10,105,O=S(=O)(c1ccc2c(c1)OCCO2)N(Cc1ccc(F)cc1)Cc1nnc(-c2cccs2)o1
-12,·,O=C(Nc1ccc(Oc2ccc(NC(=O)c3ccco3)c(NC(=O)c3ccco3)c2)cc1)c1ccco1
8,·,OC(c1ccccc1)(c1ccccc1)c1ccnn1-c1ccccc1
6,107,O=C(CCn1c(=O)[nH]c2ccccc2c1=O)NCCCN1CCN(c2cccc(Cl)c2)CC1
·,60,COc1cccc2cc(C(=O)NC(C)=O)c(=Nc3ccccc3)oc12
2,96,O=C(Nc1cccc(Br)c1)c1ccn[nH]1
7,82,Cn1c(NCCN2CCOCC2)nc2c1c(=O)n(Cc1cccc(Cl)c1)c(=O)n2C
·,102,Clc1cccc(-c2nnc(-c3ccccc3)o2)c1
2,99,COc1cccc(C(c2nnnn2CS(=O)(=O)c2ccc(C)cc2)N2CCN(C)CC2)c1OC (centres undefined)
0,·,CN(Cc1ccccc1)C(=O)c1cc(Cl)ccc1Cl
8,119,O=C(O)c1nc2ccccc2nc1C(=O)O
-18,90,CCN(Cc1ccccc1)C(=O)Cn1cnc2c1c(=O)n(C)c(=O)n2C
9,83,Cc1cc(=O)n2nc(N3CCC(C(=O)NCCc4ccccc4)CC3)sc2n1
2,92,COc1cc2c(cc1OC)CN(C(=O)c1ccccc1C(=O)O)CC2
-1&10,91,CC1(C)C(c2ccccc2)=NC(c2ccc(F)cc2)N1O (centres undefined)
0,95,COc1cc(C(N)=O)cc(Br)c1OC
-2,104,CCOC(=O)C1CSC(CC(=O)Nc2ccc(Cl)cc2)C(=O)N1 (centres undefined)
-5,92,Cc1ccc(S(=O)(=O)NCCCNC(=O)c2ccccc2)cc1
2,140,COc1ccc(Cl)cc1C(=O)Nc1ccccc1N1CCN(C)CC1
0,97,COc1ccc(N2C(=O)C3CCCN3C2c2ccc(F)cc2)cc1Cl (centres undefined)
-1,·,Cc1ccc(C(=O)N/N=C/c2ccc(-c3ccc(Br)cc3[N+](=O)[O-])o2)o1
·,67,CC1CCN(c2ccc([N+](=O)[O-])c(NCCOc3ccc(F)cc3)c2)CC1
6,97,CCOC(=O)c1c(C)n(C)c2ccc(OC(=O)c3ccoc3)cc12
-3,95,Cn1cccc1Cc1nnc(SCC(=O)Nc2cccc(F)c2)n1CCc1ccccc1
2,101,CC1Cc2ccccc2C(=O)N1 (centres undefined)
0,96,COc1ccc(S(=O)(=O)N(C)CC(=O)N2CCC(C(N)=O)CC2)cc1
0,118,N#Cc1cc(C(=O)c2cc(Br)ccc2O)cn(C2CC2)c1=O
7,96,O=C(NCc1ccccc1Cl)C1CCN(C(=O)c2sccc2-n2cccc2)CC1
8,97,O=C(CCn1cccc1)NC1CCCc2ccccc21 (centres undefined)
·,132,CCOC(=O)C1=C(C)N(Cc2ccccc2)C(=O)NC1c1ccccc1F (centres undefined)
2,·,C(=N\c1nc2ccccc2n1CCN1CCOCC1)/c1ccc2c(c1)OCO2
-5,·,CCC(C)(C)C1CCc2c(sc(NC(=O)c3ccccc3Br)c2C(N)=O)C1 (centres undefined)
-6,91,CC(C)(CC(=O)O)Cc1nc(-c2ccc(Cl)cc2)no1
10,70,O=C(/C=C\Nc1ccc2c(c1)OCO2)c1ccccn1
3,96,CC1(C)CC2(CC(C)(C)N1)OC(=O)N1CCc3ccccc3C12C (centres undefined)
-2,·,CC(C)OCC(O)CS(=O)(=O)Cc1ccc(Cl)cc1 (centres undefined)
·,137,C=CCOC(=O)C1=C(C)NC(=O)NC1c1ccccc1 (centres undefined)
3,97,COC(=O)C1C(=O)NC(SC)=C(C#N)C1c1ccccc1 (centres undefined)
1,80,O=C1CC(SCc2nc3ccccc3[nH]2)C(=O)N1c1cccc(F)c1 (centres undefined)
-2,·,CCc1nn2c(C)c(C)c(C)nc2c1C
7,76,N#Cc1c(NC(=O)c2cc(C3CC3)on2)sc2c1CCC2
14,93,CCN(CCCNC(=O)CCc1nc(-c2ccc(C)cc2)no1)c1cccc(C)c1
9,101,O=C(C1CCCCC1)N1CCN(c2ccccc2F)CC1

# Some of these compounds in order of their number in HePTP inh, smallest number first:
mol | HePTP inh
CCc1nc2ccccc2n1Cc1ccc(OC)c(OC)c1 | -5
C/C(=N\N=C1\NC(=O)C(CC(=O)Nc2ccc(Cl)cc2Cl)S1)c1ccc(Cl)cc1 (centres undefined) | 5
Cn1c(NCCN2CCOCC2)nc2c1c(=O)n(Cc1cccc(Cl)c1)c(=O)n2C | 7
OC(c1ccccc1)(c1ccccc1)c1ccnn1-c1ccccc1 | 8

# Next section.
HePTP inh,BAP1 inh,SMILES
-8,64,COc1cc(S(=O)(=O)Nc2cccnc2)ccc1F
0,106,COc1ccc(C(=O)CSc2nccc(=O)[nH]2)cc1
-1&-3,77,S=C(c1ccc(-c2ccccc2Cl)o1)N1CCOCC1
4,102,COc1ccc(NC(=O)C2C(=O)N(C)C3(C)CC2c2ccccc2O3)cc1 (centres undefined)
0,·,CC(C)C(=O)Nc1ccc(I)cc1Cl
0,120,CCCCCCC(C)n1[nH]c(=O)c2c(C)cc(=O)[nH]c21 (centres undefined)
9,·,Cc1ccc(C(=O)Nc2c(C(=O)N3CCN(Cc4ccccc4)CC3)cnn2-c2ccccc2)cc1
-7,·,NC(=O)c1cccc(N=Cc2cc(Cl)cc(Cl)c2O)c1
0,112,CCOC(=O)Nc1cc(C)ccc1OC
-13,·,Cc1[nH]nc2c1C(c1cc([N+](=O)[O-])ccc1O)C(C#N)=C(N)O2 (centres undefined)
5,·,N#C/C(=C\c1ccc(-c2ccccc2)o1)C(=O)Nc1ccc(C#N)cc1
-5,·,Cc1cc(C)c(S(=O)(=O)c2ccccc2C(C)(C)C)c(C)c1
-3,94,O=C(O)CCSc1nnnn1-c1ccccc1
-5,78,COCc1nc2ccccc2n1Cc1ccccc1Br
14,67,COc1cc(S(=O)(=O)Nc2ncccc2C)c(OC)cc1Cl
12,79,O=C(Nc1ccc(OC(F)(F)F)cc1)c1cnc2n(c1=O)CCS2
-4,·,O=C(NCCO)C(=O)NCCc1ccccc1
3,·,CCOC(=O)N1CCN(C(=O)CN(c2ccc(C)cc2)S(=O)(=O)c2ccc(F)cc2)CC1
-16,·,COc1ccc(Oc2ccc3[nH]c4c(c3c2)CCC/C4=N/O)cc1
8,99,CCOC(=O)CC1=C(C(=O)OCC)C(c2cc(OC)c(OC)cc2OC)C(C#N)=C(N)O1 (centres undefined)
-2,74,Cn1c(=O)n(Cc2ccccc2Cl)c2ccccc21
4,·,NC(=O)c1cc(-c2ccc(Cl)cc2)nc2ccc(Br)cc12
10,99,N/C(CCCN1CCCCC1)=N/O
7,119,O=C(NC1CCCCC1)c1cc(-c2ccco2)on1
2,85,Cc1nc2sc(C(c3ccco3)N3CCC(C)CC3)c(O)n2n1 (centres undefined)
